CHRM1 PAM – human CHRM1 positive allosteric modulation. P11229. CHO-K1 hM1, Fluo-8 calcium fluorescence, ACh EC20; 0% = ACh EC20, 100% = maximal ACh. activation, % at 3 µM. 360,000 tested, 0.088% active; in the data active means activation above about 19%, passing the limit was not always enough
Target sequence (P11229 whole entry, looked up): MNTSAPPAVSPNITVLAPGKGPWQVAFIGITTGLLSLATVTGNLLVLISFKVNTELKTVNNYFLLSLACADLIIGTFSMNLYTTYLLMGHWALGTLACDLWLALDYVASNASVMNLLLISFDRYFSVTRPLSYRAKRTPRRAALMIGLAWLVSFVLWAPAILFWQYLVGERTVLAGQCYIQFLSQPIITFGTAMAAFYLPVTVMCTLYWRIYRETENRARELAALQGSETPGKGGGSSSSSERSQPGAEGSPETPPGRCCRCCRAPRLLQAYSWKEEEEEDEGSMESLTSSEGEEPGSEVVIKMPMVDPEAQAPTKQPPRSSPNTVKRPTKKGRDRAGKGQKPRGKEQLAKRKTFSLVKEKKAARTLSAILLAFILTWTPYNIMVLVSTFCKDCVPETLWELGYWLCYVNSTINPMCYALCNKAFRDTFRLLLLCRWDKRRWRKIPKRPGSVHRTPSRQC
M1 ag – activates human CHRM1 receptor; activation, % at 3 µM; 360,000 tested, 0.33% active; P11229; CHO-K1 hM1, Fluo-8 calcium fluorescence, agonist mode; 0% DMSO, 100% acetylcholine EC100;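 active means activation above the run's mean compound activation plus 3 SD, cut at about 16% in these data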;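 further: peak over basal fluorescence ratio within a 140 s kinetic read after compound addition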
TAAR1 ag – agonists of human TAAR1; CHO RD-HGA16 TAAR1, Fluo-8 calcium fluorescence; vehicle wells 0%, saturating PEA agonist 100%; activation, % at 3 µM; 360,000 tested, 0.99% active; AID 624467;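 active means activation above the mean activation of all test compounds in the run plus 3 SD, cut at about 38% in these data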
Target sequence (Q96RJ0 whole entry, looked up): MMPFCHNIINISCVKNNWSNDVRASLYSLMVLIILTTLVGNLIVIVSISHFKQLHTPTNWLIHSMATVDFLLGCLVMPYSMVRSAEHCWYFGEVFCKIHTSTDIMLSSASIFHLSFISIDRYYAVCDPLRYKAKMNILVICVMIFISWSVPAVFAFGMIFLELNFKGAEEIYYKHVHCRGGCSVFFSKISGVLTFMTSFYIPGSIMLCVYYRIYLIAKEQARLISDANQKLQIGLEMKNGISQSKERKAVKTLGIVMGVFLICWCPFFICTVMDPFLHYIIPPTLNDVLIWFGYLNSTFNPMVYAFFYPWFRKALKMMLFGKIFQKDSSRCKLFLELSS
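Repeats: no replicates (n 1) | Material: CHO-derived RD-HGA16 cells with stable Gα16 and human TAAR1 | Technique: Kinetic Fluo-8 calcium fluorescence | Schedule: 17-24 h seeding, 75 min 37 °C dye, 30 min RT | Evaluation: % activation from peak over basal fluorescence ratio, DMSO-to-PEA scaled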
CHRM1 antagonist – antagonists of human M1 muscarinic receptor. P11229. CHO-K1 hM1, Fluo-8 calcium fluorescence, ACh EC80 antagonist. inhibition, % at 3 µM. 360,000 tested, 1.3% active;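 active means percent inhibition above its own plate's cutoff, namely the mean of that plate's compound wells plus 3 SD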;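 further: peak over basal fluorescence ratio during 140 s after agonist addition; 0% = ACh EC80 plus DMSO and 100% = DMSO alone without agonist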
CHO-K1 Ca PAM – counter-screen for M1 PAMs: effect in parental CHO-K1 cells; activation, % at 3 µM; 360,000 tested, 0.02% active; ATP EC20, Fluo-8 calcium fluorescence; 0% at ATP EC20, 100% at ATP max;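 active means activation above the run cutoff, the mean activation of all test compounds plus 3 SD, cut at about 40% in these data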;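 further: peak over basal fluorescence ratio in a 140 s read after ATP addition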
CHO parental Ca – counter-screen: ATP calcium response change in parental CHO cells; inhibition, % at 5.6 µM; 330,000 tested, 0.63% active; parental CHO-K1, ATP-induced calcium, Fluo-8 fluorescence;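 active means inhibition above that plate's mean sample inhibition plus 3 SD, cut at about 26% in these data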;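 further: 0% = ATP-challenged DMSO wells and 100% = DMSO wells without ATP; some compounds past the cut are filed as inactive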
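Assay system: parental CHO cells; Read-out basis: percent inhibition of ATP-evoked calcium rise, normalized to controls; Benchmarks: ATP and no-ATP DMSO wells; Compound dosing: single nominal dose of 5.6 µM per compound; Signal: Fluo-8 calcium dye fluorescence; Also added: ATP as calcium-mobilizing challenge; Repeats: singlicate.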
CHO-K1 Ca ag – counter-screen for M1 agonists: effect in parental CHO-K1 cells. Fluo-8 calcium fluorescence; scaled to maximal ATP response, vehicle zero. activation, % at 3 µM. 360,000 tested, 0.48% active. AID 602248; in the data active means activation above about 15%;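 further: untransfected CHO-K1 host cells lacking M1 receptor as counterscreen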
TAAR1 antagonist – antagonists of human TAAR1. CHO RD-HGA16 TAAR1, Fluo-8 calcium fluorescence, antagonist. AID 624466. inhibition, % at 3 µM. 360,000 tested, 1.5% active;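 active means inhibition above a per-plate cutoff, the mean inhibition of test compounds on that plate plus 3 SD, cut at about 49% in these data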;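 further: 0% = DMSO plus EC80 beta-PEA response and 100% = DMSO alone without agonist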
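Test system – hTAAR1-expressing CHO RD-HGA16 cells, Gα16-coupled · Also added – β-PEA at EC80 concentration, post-compound challenge · Compound – 3 µM, single point · Incubation – dye loading 75 min at 37 °C, then 30 min room temperature · Measured by – Fluo-8 intracellular calcium dye fluorescence, real-time kinetic reads · Benchmarks – vehicle and agonist controls · Replicates – singlicate, one well per test compound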
CHO-K1 Ca antag – M1 antagonist counterscreen hit in parental CHO-K1 cells; ATP-induced calcium, Fluo-8 fluorescence; inhibition, % at 3 µM; 360,000 tested, 0.6% active;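 active means inhibition above a per-plate cutoff, the plate's mean sample inhibition plus 3 SD, cut at about 24% in these data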;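 further: 0% = DMSO plus EC80 ATP and 100% = DMSO alone without ATP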
An asterisk follows results filed as active; nt = not tested or not shown. Random draw from the library; 4.4% or so of the library scored in one or more.

SMILES	CHRM1 PAM	M1 ag	TAAR1 ag	CHRM1 antagonist	CHO-K1 Ca PAM	CHO parental Ca	CHO-K1 Ca ag	TAAR1 antagonist	CHO-K1 Ca antag
CCOC(=O)N1CCC(Nc2nc3ccccc3n3nnnc23)CC1	5	-3	6	-8	10	1	1.8	6	-13
O=C(CCN1C(=O)C2CCCCC2C1=O)Nc1cc(F)ccc1F (stereo not given)	13	2	5	-7	-1	-12	0.2	-9	-5
Cc1cc(C(F)F)n2nc(C(=O)Nc3c(F)cc(F)cc3Br)nc2n1	4	1	3	-27	11	-2	-0.1	-17	3
O=S1(=O)c2ccc(Br)cc2N2CCC[C@@H]2CN1Cc1ccc(Cl)cc1	-23	-6	0	24*	-8	nt	0.3	-21	3
COc1ccc(OC)c(S(=O)(=O)Nc2ccccc2C)c1	-1	-6	6	2	1	-1	0.1	-4	-6
CC(NC(=O)c1ccc(C(C)(C)C)cc1)C(=O)O (stereo not given)	-4	-3	11	7	-10	0	0.2	10	8
COc1ccc(/C=N/NC(=S)SC)cc1OC	1	-4	15	1	-12	-4	0.7	3	6
O=S(=O)(NC(=S)NC1CCCCC1)c1cccs1	6	-11	6	4	25	-9	0.6	2	-10
CCOC(=O)c1nn(-c2ccc(Cl)cc2)cc1O	7	-6	1	-8	22	-8	0.0	-19	-14
COC(=O)c1cccc(/C=N/NC(N)=S)c1O	8	-8	-3	-6	22	13	-0.6	-32	-14

Next part; it opens with the three that closed the last part.
SMILES	CHRM1 PAM	M1 ag	TAAR1 ag	CHRM1 antagonist	CHO-K1 Ca PAM	CHO parental Ca	CHO-K1 Ca ag	TAAR1 antagonist	CHO-K1 Ca antag
O=S(=O)(NC(=S)NC1CCCCC1)c1cccs1	6	-11	6	4	25	-9	0.6	2	-10
CCOC(=O)c1nn(-c2ccc(Cl)cc2)cc1O	7	-6	1	-8	22	-8	0.0	-19	-14
COC(=O)c1cccc(/C=N/NC(N)=S)c1O	8	-8	-3	-6	22	13	-0.6	-32	-14
CCC(=O)N1CCc2cc(S(=O)(=O)NCCC(=O)NC3CCCCCC3)ccc21	5	-2	3	-11	8	-15	6.1	-14	-12
COC(=O)c1cc(=O)n(Cc2ccco2)c(=Nc2ccc(F)c(Cl)c2)s1	14	-5	0	-28	13	-16	-0.2	-39	-10
COc1ccccc1C(=O)N/C(=C\c1cn(S(=O)(=O)N(C)C)c2ccccc12)C(=O)NCCCN1CCOCC1	-6	-5	2	5	23	-27	2.8	11	-14
COCCN(C(=O)CCc1ccc(OC)cc1)c1nnc(-c2ccncc2)s1	4	-5	1	-9	3	-17	1.8	-23	-8
O=C(Cc1ccc(Cl)cc1)Nc1cccc(S(=O)(=O)Nc2ccccc2F)c1	-1	-4	10	3	22	-22	4.9	4	-8
COCCNC(=S)N/N=C1\CC(C)CC(C)(C)C1 (stereo not given)	3	-5	-1	-4	2	8	0.2	-2	-16
CCCCCCCCCC(=O)N[C@@H]1c2cc(OC)c(OC)cc2C[C@H]1O	5	-2	3	-10	-1	-9	0.6	-7	2
CN1C(=O)C(C)(C)c2cc(S(=O)(=O)NCCc3ccc(Cl)cc3)ccc21	-2	-4	5	-3	11	-20	0.1	-5	-1
Cc1c(NC(=O)CN2C(=O)NC3(CCCCC3C)C2=O)cccc1[N+](=O)[O-] (stereo not given)	1	-2	4	0	6	-5	0.3	-4	-5
O=C(CN(c1ccc(Br)cc1)S(=O)(=O)c1ccc(Cl)c([N+](=O)[O-])c1)NCCc1ccccc1	-1	-1	5	20	4	-14	0.5	-17	-6
COCCOC(=O)C1=C(C)N(Cc2ccccc2)C(=O)NC1c1ccc(OC)cc1 (stereo not given)	4	1	4	-39	3	-27	1.0	1	8
O=C(CSCc1ccc(Br)cc1)NC1CC1	3	-3	0	-5	6	-5	-0.1	-16	6
S=C(NCCc1ccccc1)N/N=C/c1c(Cl)cccc1Cl	-2	-8	2	2	21	-25	0.9	2	-8
Cc1ccccc1Cn1ccc(NC(=O)CCSc2nc(-c3ccco3)cc(C(F)(F)F)n2)n1	1	-3	4	-29	25	-27	1.2	20	-25
CN(C)/C(=N\O)c1c(Cl)cccc1Cl	16	-1	1	-25	-22	-5	0.2	-14	5
COc1ccc(NC(=O)COC(=O)C2CCC(C(C)(C)C)CC2)c([N+](=O)[O-])c1 (stereo not given)	5	-8	0	-9	22	-10	0.6	-23	-5
CCOC(=O)c1sc(=S)n(-c2cccc(OC)c2)c1N	5	-6	8	-12	13	-9	3.9	9	-11
O=C(COC(=O)c1ccc(F)c(S(=O)(=O)N2CCCCC2)c1)NCc1ccc(F)cc1	3	-9	3	-9	17	-15	5.7	0	-12
CCN(C[C@H]1N[C@@](C)(C(=O)OC)[C@H]2C(=O)N(Cc3ccccc3)C(=O)[C@@H]12)C(=O)c1ccc(C)cc1	-1	-1	6	-5	14	-17	3.6	23	-15
CCOC(=O)Cc1nn(CCc2ccccn2)c(=O)c2ccccc12	2	-2	3	-20	11	-16	1.3	-10	-8
CCNC(=S)N=Nc1c(O)[nH]c2ccc([N+](=O)[O-])cc12	9	2	1	-7	5	18	-0.2	-9	-6
CCc1cc(C(=O)N/N=C/c2c(C)[nH]c3ccccc23)cs1	1	-10	5	-7	18	-12	-0.4	24	-6
Fc1ccccc1CN(CCN1CCOCC1)C(=S)Nc1ccccc1Cl	6	-5	-1	-9	-6	-15	0.8	-10	-3
Nc1ccc(C(=O)OCCc2ccccc2)cc1	-4	-6	1	7	-17	4	-0.2	21	0
Cc1ccc2ccc[n+](Cc3ccccc3)c2c1	3	-13	10	2	10	-11	0.7	-12	-10
COc1cc2c(cc1OC)C1(CCCC1)CNC2c1ccc([N+](=O)[O-])cc1 (stereo not given)	2	-3	7	7	-10	-12	0.7	4	-12
CCCCOCCCNC(=O)C[C@@H]1C[C@@]2(C(=O)OC)CCCCC=C2N(CCC2=CCCCC2)C1=O	nt	nt	-1	nt	12	nt	6.0	30	-8
Cc1c(C(=O)O)sc2nc(CSc3nnc(-c4ccc(F)cc4)n3C)[nH]c(=O)c12	12	1	1	-10	13	-7	0.5	-7	-11
COc1ccc(OCC(O)CN2CCCC2)cc1 (stereo not given)	2	-3	5	-6	7	nt	-0.2	-6	-14
CC(=O)Nc1ccc(NC(=O)C2CCN(c3c(Cc4ccccc4)c(C)nc4ncnn34)CC2)cc1	4	1	5	-7	5	-14	0.8	11	-9
Cc1ccc([N+](=O)[O-])cc1NC(=S)NC(=O)CC(C)(C)C	-9	-7	15	2	9	-14	1.3	7	-7
CC(C)Cn1c(=O)c2ccccc2n2c(SCC(=O)N3c4ccccc4CC3C)nnc12 (stereo not given)	0	-1	-3	10	11	-16	-0.8	13	-1
COCC(C)N1CCC(n2nccc2NC(=O)CCCc2ccccc2)CC1 (stereo not given)	2	-4	7	3	-9	-16	0.0	-10	7
COc1ccc(C)cc1NC1=C(Cl)C(=O)N(C2CCCCC2)C1=O	-5	-5	5	9	26	-27	0.2	7	-11
COc1ccc(S(=O)(=O)N(Cc2ccccc2)Cc2nc(-c3ccccc3)no2)cc1	2	-2	8	-44	8	7	1.7	13	-2
COc1ccc(C(=O)NNC2=NC(C)(C)Cc3ccccc32)cc1	5	-6	0	0	33	-4	3.2	8	-13
O=C(NN1CCOCC1)c1cn(-c2ccccc2)nc1-c1cccs1	-2	-2	-1	3	-28	2	0.9	1	10
CCCCCCCn1c(C)nnc1-c1cnn(C)c1N	4	-4	-1	2	12	-2	0.1	3	-16
Cn1c(=O)[nH]c(=O)c2c1nc(N/N=C/c1cccnc1)n2Cc1ccc(Cl)cc1	12	-5	-1	-17	10	-5	0.1	-55	-12
CCOc1ccccc1N1CCN(c2nc3ccccc3nc2C(C#N)C(=O)OC(C)C)CC1 (stereo not given)	15	2	-3	-46	23	-22	0.9	16	-24
O=C(CCCOc1ccc(Cl)cc1Cl)NCc1ccncc1	1	-5	2	4	1	-15	1.9	-19	3
COC(=O)c1cc(C)sc1NC(=O)CN1CCN(C(=O)c2ccco2)CC1	16	5	6	-2	-6	-6	0.4	-12	5
COc1cc(-c2ccc(=O)[nH]n2)ccc1OC(F)F	6	-2	0	-34	19	-6	0.3	-12	-4
Cc1ccc(C)c(N2CCN(CC(=O)Nc3ccc([N+](=O)[O-])cc3C(=O)Nc3ccccc3F)CC2)c1	-4	-3	4	12	13	-22	1.5	-5	-8
COc1ccc(-c2nnc(SCC(=O)NNC(=O)Cc3ccccc3)n2C)cc1OC	7	-3	4	-3	24	-10	1.2	1	-8
COc1cc(C(Nc2ccccn2)c2ccc3ccc(C)nc3c2O)cc(OC)c1O (stereo not given)	3	-3	nt	-1	14	3	2.2	nt	-12
CCOC(=O)C1CCN(Cc2ccc(OC)cc2OC)CC1	6	-5	0	4	5	3	-0.2	6	9
O=C(Oc1ccccc1N1C(=O)C2CCCCC2C1=O)c1ccc(Cl)cc1 (stereo not given)	5	-6	1	-9	4	-10	1.1	-4	2
CC(Sc1nnc(Nc2ccccc2)s1)C(=O)NC1CCCc2ccccc21 (stereo not given)	-4	-9	3	1	21	-17	6.5	22	-11
S=C1NCCOCCOCCOCCOCCNC(=S)N2CCOCCOCCN1CCOCC2	4	1	2	3	-20	-11	-0.3	-31	7
(next part)
SMILES	CHRM1 PAM	M1 ag	TAAR1 ag	CHRM1 antagonist	CHO-K1 Ca PAM	CHO parental Ca	CHO-K1 Ca ag	TAAR1 antagonist	CHO-K1 Ca antag
CC1=NN(c2ccccc2)C(=O)C1C(=O)c1ccccc1 (stereo not given)	-1	-4	5	1	23	-11	0.5	-1	-5
CN(CC(=O)NCc1ccc2c(c1)OCO2)CC(=O)Nc1ccc(F)c(F)c1F	7	-2	1	-12	18	-21	0.7	0	-15
CC(C)(C)NS(=O)(=O)c1ccc(NS(=O)(=O)Cc2ccccc2)cc1	0	2	3	-6	-4	1	1.4	3	-29
CCOC(=O)C1=CN(Cc2ccco2)S(=O)(=O)N(CC)C1c1ccc(C(F)(F)F)cc1 (stereo not given)	2	-5	-2	1	10	-15	0.7	11	-6
CCCn1cc(CN2CCC(Cc3cccc(F)c3)(C(=O)OCC)CC2)c(C)n1	-8	-4	2	14	0	-20	3.2	-29	-8
COCCOC(=O)c1[nH]c2c(c1C)C(=O)CC(c1ccc(OC)cc1)C2 (stereo not given)	-5	-1	7	6	-11	-16	7.1	1	9
Cc1ccc(S(=O)(=O)N2CCN(C(=O)CSc3nnc(C)c(=O)[nH]3)CC2)cc1	2	-5	4	-3	18	-8	0.7	-9	-14
CCCCCC(=O)Nc1cc(S(=O)(=O)N2CCCCC2)ccc1N1CCOCC1	13	-5	-3	-22	15	-23	-0.6	-26	-8
O=[N+]([O-])c1ccc(CSC2=NCCS2)cc1	2	-6	3	-2	6	-5	0.6	-23	-10

Assay outcomes (PubChem BioAssay)
